A549 tox: counter-screen for Nrf2 inhibitors: cytotoxicity in A549 cells; AID 504648; 390,000 compounds, 0.16% hits; Potency, µM (doses to about 46 µM), without a hit: at the top dose activity change, negative = cytotoxicity, actives largely listed as inhibitors; A549 ARE-Fluc cells, CellTiter-Fluor viability, 18-24 h; also: potency is read from the fitted curve at half-maximal effect; % is scaled to controls: 0 for no effect and ±100 for the full control effect
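A549 ARE-Fluc cells in 5% FBS OPTI-MEM, 5000 cells/well, rested 2 h then exposed to compounds in concentration-response for 18-24 h at 37 °C. Viability by CellTiter-Fluor fluorescence (Ex 405/Em 525) after 30 min; luciferase luminescence (BugLite, 15 min, RT) read afterwards.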
CCT chaperon mod: changes cytosolic chaperonin activity. activity change, % (concentration not given with the values), hits read low. purified chaperonin ATPase assay, HTRF ADP detection, 30 min. 360,000 compounds, 0.3% hits; in the data active = activity change below about -30%; also: % is scaled to controls: 0 for no effect and ±100 for the full control effect
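TRiC at 40 or 20 nM final (batch-dependent) in 30 mM Tris pH 7.4, 100 mM KCl, 5 mM MgCl2, 1 mM DTT, with compound at single 76 uM and 10 uM ATP, 30 min at 37 deg C. ADP detected by HTRF Transcreener, 665/615 ratio.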
MmCpn inh: inhibitors of Methanococcus maripaludis chaperonin (MmCpn). Potency, µM (doses to about 76.9 µM), for the others: at the highest dose activity, negative = inhibition, hits mostly inhibitors. 330,000 compounds, 0.031% hits. purified Mm-Cpn ATPase, ADP Transcreener TR-FRET; also: potency is read from the fitted curve at half-maximal effect; % is scaled to controls: 0 for no effect and ±100 for the full control effect; nearly all actives have a fitted effect of over 80% in size
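ATP (10 uM final) was added to archaeal chaperonin (25 nM final) after 10 min exposure to test compound at 37°C; after 30 min further incubation, ADP was detected by competitive TR-FRET.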
Nrf2 block: blocks Nrf2 signaling; 360,000 compounds, 2.1% hits; Potency, µM (highest dose often 46 µM), for the others: top-dose activity change, negative = inhibition, actives largely listed as inhibitors; A549 ARE-Fluc reporter, luciferase luminescence, 18-24 h; also: potency is read from the fitted curve at half-maximal effect; % is scaled to controls: 0 for no effect and ±100 for the full control effect; nearly all actives have a fitted effect of over 60% in size
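Nrf2 activity is the BugLite luminescence, read 15 min after reagent at room temperature, following CellTiter-Fluor cytotoxicity readout (30 min, 37C). Compound titrations were applied for 18-24 h to 5000 A549 ARE_Fluc cells/well in 5% FBS OPTI-MEM.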
EPAC2 antagonist: blocks human EPAC2 exchange factor | Q8WZA2 | AID 720708 | EPAC2 GEF exchange of Rap1B-BODIPY-GDP, fluorescence | 360,000 compounds, 0.18% hits | Potency, µM (doses to about 114 µM), without a hit: at the highest dose activity, negative = inhibition, hits mostly inhibitors; also: potency is read from the fitted curve at half-maximal effect; % is scaled to controls: 0 for no effect and ±100 for the full control effect; nearly all actives have a fitted effect of over 45% in size; many of its hits are not listed in these tables
Target sequence (Q8WZA2 whole entry, looked up): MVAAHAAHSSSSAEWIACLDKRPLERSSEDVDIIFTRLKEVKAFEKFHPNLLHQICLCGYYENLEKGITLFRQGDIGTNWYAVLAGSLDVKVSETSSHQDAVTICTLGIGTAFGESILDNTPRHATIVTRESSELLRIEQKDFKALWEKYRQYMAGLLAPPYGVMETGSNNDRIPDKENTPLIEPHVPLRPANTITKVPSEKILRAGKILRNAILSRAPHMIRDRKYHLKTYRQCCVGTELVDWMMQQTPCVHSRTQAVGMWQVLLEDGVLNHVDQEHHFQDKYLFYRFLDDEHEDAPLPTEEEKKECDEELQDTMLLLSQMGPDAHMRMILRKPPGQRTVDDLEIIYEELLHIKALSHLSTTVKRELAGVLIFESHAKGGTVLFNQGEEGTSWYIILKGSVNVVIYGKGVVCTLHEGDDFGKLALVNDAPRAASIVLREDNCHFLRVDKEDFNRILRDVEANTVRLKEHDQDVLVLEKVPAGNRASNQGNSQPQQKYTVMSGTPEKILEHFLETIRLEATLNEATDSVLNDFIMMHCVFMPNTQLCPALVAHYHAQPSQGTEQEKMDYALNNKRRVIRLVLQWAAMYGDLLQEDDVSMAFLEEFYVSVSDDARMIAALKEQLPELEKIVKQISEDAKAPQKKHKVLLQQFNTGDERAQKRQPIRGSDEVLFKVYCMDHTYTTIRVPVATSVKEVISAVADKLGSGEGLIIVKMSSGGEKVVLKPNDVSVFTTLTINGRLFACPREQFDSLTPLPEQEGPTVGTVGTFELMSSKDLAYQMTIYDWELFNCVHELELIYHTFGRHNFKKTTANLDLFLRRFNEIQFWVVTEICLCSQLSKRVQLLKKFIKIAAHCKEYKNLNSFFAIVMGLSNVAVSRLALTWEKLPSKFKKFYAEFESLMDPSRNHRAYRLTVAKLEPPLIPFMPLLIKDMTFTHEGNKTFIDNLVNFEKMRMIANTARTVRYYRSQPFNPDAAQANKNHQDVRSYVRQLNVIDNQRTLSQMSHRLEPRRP
TGFb inhibitor: TGF-b pathway inhibition. HepG2 CAGA-GFP TGF-b/SMAD3 reporter, GFP fluorescence, 18 h; TGF-beta stimulated, 500 pg/mL final. Potency, µM (highest dose often 46.1 µM), for inactives: at the top dose activity, negative = inhibition, actives largely listed as inhibitors. 410,000 compounds, 1.2% hits; also: potency is read from the fitted curve at half-maximal effect; % is scaled to controls: 0 for no effect and ±100 for the full control effect; nearly all actives have a fitted effect of over 65% in size
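Cell-based qHTS in HEPG2 carrying a CAGA-GFP Smad reporter; compounds added before 500 pg/mL final TGF-beta, 18 h incubation at 37 degrees C, GFP fluorescence quantified per cell by imaging cytometry.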
EPAC2 ag: EPAC2 (human) agonism; Potency, µM (highest dose often 154 µM), for inactives: at the highest dose activation, actives largely listed as activators; EPAC2 activation, biochemical qHTS; response scale: 100% = 6.5 mM cAMP response; 360,000 compounds, 0.079% hits; also: potency is read from the fitted curve at half-maximal effect; nearly all actives have a fitted effect of over 50% in size
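Setup: EPAC2 100 nM, labeled Rap1B complex 250 nM, free GDP 50 uM. Compound titrations pinned in, brief spin, 5 min room temperature incubation. Kinetic fluorescence read over 30 min, normalized to 6.5 mM cAMP.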
Nrf2 ARE act: Nrf2 pathway activation | AREc32 ARE-luciferase reporter (MCF7-derived line), luminescence, 24 h | Potency, µM (titrated, usually from 46.1 µM), without a hit: at the top dose activation, hits mostly activators | 410,000 compounds, 0.31% hits | AID 624171; also: potency is read from the fitted curve at half-maximal effect; % of control where 0% means no effect; nearly all actives have a fitted effect of over 65% in size
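AREc32 cells carrying an ARE-driven firefly luciferase reporter were seeded at 1000 cells/well in OPTI-MEM with 5% FBS, then exposed to compound for 24 hr at 37 deg C. Luminescence was read with Steady-Glo after 30 min at RT.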
pAkt inh: blocks phosphorylation of Akt; Neuro2A IGF-stimulated pAkt S473 HTRF, 20 min; active compounds read low; activity change, % for hits at 50 µM; 360,000 compounds, 0.32% hits; in the data active = activity change below about -80%; inconclusive = mostly about -51% to -80%; also: % is scaled to controls: 0 for no effect and ±100 for the full control effect
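Neuro2A cells in DMEM with 0.5% FBS, overnight at 37 deg C, given compound at single 50 µM final, then IGF (6 nM final) for 20 min at 37 deg C. Lysed; phospho-Akt Ser473 by HTRF after 24 h, 665/615 ratio.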
* = called active by the depositor; i = inactive; u = inconclusive; x = not tested or not shown; & = joins results of further samples; [ ] = dose if it differs, or a comment. Unless noted, calls follow the shape of the dose curve; as a rule, active = well fitted curve in the direction sought with a large enough effect; inconclusive = small, poorly fitted or top-dose-only effect, or another doubt; inactive = no such curve, though single readings can be large; an effect the other way counts as inactive or inconclusive.

SMILES	A549 tox	CCT chaperon mod	MmCpn inh	Nrf2 block	EPAC2 antagonist	TGFb inhibitor	EPAC2 ag	Nrf2 ARE act	pAkt inh
CN(C)c1ccc(/C=N/NC(=O)c2ccc(NC(=O)c3ccccc3)cc2)cc1	-4%	-1.3	-1%	-21%	9%	-14%	10%	-0.7%	i
CCN(CC)C(=O)C1=C(C)N(CCCN2CCCC2=O)C(=O)C(CC(=O)NCc2cccc3ccccc23)C1 (centres undefined)	x	0.2	x	x	10%	0%	6%	2.1%	i
C#Cc1ccc([C@H]2C=C(C(=O)OCC=C)O[C@@H](OCC)[C@@H]2CCCO)cc1	0%	-2.3	x	7%	-14%	-32%	3%	0.7%	i
COc1cc(C(=O)N/N=C/c2ccc(OC(=O)c3cccc(C)c3)cc2)ccc1O	4%	1.4	0%	2%	-17%	0%	4%	4.9%	i
COc1cc(NC(=O)c2ccc(C)cc2C)ccc1NC(=O)c1cccs1	-7%	-2.7	0%	-7%	0%	0%	7%	0.1%	i
Cc1ccccc1NC(=O)Cc1nc(COC(=O)Cc2c(F)cccc2Cl)cs1	12%	-0.3	-3%	-11%	-14%	-6%	17%	-0.7%	i
O=C(CSc1nc(-c2ccccc2)cs1)Nc1nccs1	-10%	-1.0	0%	-14%	4%	0%	-1%	-0.5%	i
CC(OC(=O)c1ccc(Cl)c(S(=O)(=O)N2CCc3ccccc32)c1)C(=O)Nc1ncc(Cl)cc1Cl (centres undefined)	15%	1.9	-2%	12%	12%	u	13%	3.5%	i
Cc1ccccc1C(=O)NCC(=O)OCC(=O)NNC(=O)c1ccccc1F	x	1.1	x	x	3%	-3%	7%	0.0%	i
CCCCCCn1c(=O)c(-c2ccccc2)c(O)c2ccccc21	-1%	-0.5	-3%	x	1%	30%	-9%	-0.7%	i
C#CCN1C=C(C(=O)OCC)C(C)N(Cc2ccccc2I)S1(=O)=O (centres undefined)	-4%	-0.6	-2%	-1%	u	u	3%	4.9%	i
Cc1nnc(SC(C)C(=O)Nc2ccc(S(=O)(=O)N3CCCCCC3)cc2)s1 (centres undefined)	-1%	-3.3	0%	-15%	-8%	-10%	10%	-0.2%	i
Cc1cccc(NC(=O)C(=O)NCCc2c[nH]c3ccccc23)c1C	2%	0.6	-2%	u	4%	-7%	5%	0.5%	i
CC(C)CCCC(C)CCOC(=O)CN1CCCC1 (centres undefined)	-15%	-2.6	1%	-16%	0%	27%	13%	-0.1%	i
C/C(Cn1cnc([N+](=O)[O-])n1)=N\NC(=O)c1ccc(O)cc1O	1%	0.0	-6%	3%	1%	40%[activator]	-3%	3.0%	i
COc1ccc(O)c(C2=Nc3ccccc3N=C(c3cccs3)C2)c1	9%	-3.1	-1%	0%	-1%	-14%	15%	-0.5%[9.22 µM]	i
CCCCN(C)C(=O)C1CCC(CNS(=O)(=O)c2ccc3c(c2)CC(C)N3C(C)=O)CC1 (centres undefined)	-3%&-12%	0.2	0%	u	6%	-15%&-14%	3%	0.3%&4.0%	i
COc1ccc(CNC(=O)COc2ccc([N+](=O)[O-])cc2)cc1	14%	0.2	0%	4%	23%[57.1 µM]	0%	15%	-0.5%	i
COc1ccc(C(O)c2cnc(C)n2Cc2ccccc2)cc1 (centres undefined)	x	0.5	x	x	2%	12%	4%	0.2%	i
COc1ccc(Cc2nnc(SCC(=O)c3ccc(OC)cc3)o2)cc1	-8%	0.8	2%	-2%	-1%	-16%	10%	0.3%	i
COC(=O)COc1ccc2oc(=O)cc(-c3cc4ccccc4o3)c2c1	8%	-1.6	-5%	9%	4%	20%	0%	0.1%	i
COc1cccc(C=NN2CCCCCC2)c1OC	2%	-1.4	x	u	-16%	-3%	13%	3.7%	i
CCc1nn2c(=O)cc(COC(=O)C3CCCCC3)nc2s1	-1%	x	x	u	x	-18%	x	3.0%	x
CCC(=O)Nc1ccc(SC#N)cc1C	-2%	3.7	-3%	1%	3%	u	10%	u	i
CCOC(=O)N1CCN(Cc2nc(-c3cccc(Cl)c3)no2)CC1	0%	2.1	-1%	25%	9%	-4%	-1%	3.7%	i
COCCN1C(=O)N[C@@H](c2cccc(F)c2)C(C(=O)OC)=C1C	1%	-0.7	-1%	-7%	9%	-6%	4%	-1.1%	i
O=C(CSCc1ccc([N+](=O)[O-])cc1)Nc1ccc(S(=O)(=O)N2CCCCCC2)cc1	10%	-1.5	2%	-8%	-5%	u	15%	2.3%	i
CCOC(=O)c1cccc(NC(=O)CSc2ncc3c(n2)-c2ccc(Cl)cc2N(Cc2ccccc2)S3(=O)=O)c1	4%	x	x	14%	x	-21%	x	3.6%	x
Cc1ccc(OCCCC(=O)N2CCOCC2)cc1	1%	-0.1	-1%	55%	5%	23%	5%	0.4%	i
C=CCN(C(=O)CCC(=O)O)C1CC(=O)N(c2ccc(OC)cc2)C1=O (centres undefined)	1%	0.0	0%	-6%	12%	23%	-13%[15.6 µM]	-1.6%	x
COc1cccc(N(C(=O)Cc2cccs2)C(C(=O)NC2CCCC2)c2ccncc2)c1 (centres undefined)	-2%	-2.9	0%	u	11%	5%	6%	0.4%	i
O=C(NCC(c1cccnc1)N1CCc2ccccc21)c1cccc(F)c1 (centres undefined)	-3%	x	x	u	x	u	x	2.5%	x
CS(=O)(=O)c1ccc(NC(=O)C2CC(=O)N(c3ccc4c(c3)OCCO4)C2)cc1 (centres undefined)	0%	-1.0	-1%	-2%	6%	-5%	13%	-0.5%	i
Cc1cc(=O)[nH]c(SCC(=O)N2CCC(Cc3ccccc3)CC2)n1	9%	-3.4	0%	-10%	-7%	6%	-2%	1.5%	i
COc1ccc(NC(=O)c2sc3nc4c(cc3c2N)CCCCCC4)cc1OC	-3%	x	x	-31%	x	0%	x	0.7%	x
CCOC(=O)c1nnn(CC(=O)NC(=O)Nc2ccccc2)c1C(=O)OCC	-6%	-0.4	0%	6%	3%	-9%	4%	0.2%	i
CCn1c(=O)c([N+](=O)[O-])c(NCCc2ccccc2)c2ccccc21	-5%	0.2	-1%	-29%	4%	u	-6%	1.9%	i
CN(C)C(=O)c1ccc(NC(=O)c2sccc2-c2ccccc2)cc1	5%	-7.7	-12%	10%	2%	34%[activator]	0%	-0.8%	i
O=c1c2oc3ccccc3c2n(Cc2cccc(F)c2)c(=O)n1Cc1ccco1	13%	x	x	u	x	7%	x	0.0%	x
O=C(O)CCc1ccc(-c2ccc(Br)cc2)n1NC(=O)c1ccc([N+](=O)[O-])cc1	-10%	-0.3	-2%	-3%	-8%	4%	0%	0.4%	i
OC[C@H]1O[C@@H](c2nc(-c3ccc(C4OCCO4)cc3)no2)[C@H](O)[C@@H]1O	x	1.6	x	x	1%	-9%	9%	-1.0%	i
CSCC(=O)N1CCC(n2nccc2NC(=O)c2ccc3c(c2)OCO3)CC1	5%	-2.2	2%	11%	1%	0%	11%	3.7%	x
C=CCSc1nnc2c(n1)-c1cccc3cccc-2c13	2%	-4.0	x	17%	-1%	u	16%	13µM*	i
COc1ccc(NC(=O)c2cc3c(-c4ccc(OC)c(OC)c4)nn(C)c3s2)cc1OC	-29%	-2.5	-7%	12µM*	9%	29%	-3%	21%	i
CCOC(=O)CSc1nc(-c2ccccc2)nc2ccc(F)cc12	u	-1.5	-16%	15%	-1%	0%	19%	-1.0%	i
CC(=O)Nc1cc(-c2ccc(C(=O)N3CCOCC3)cc2)cn2c(-c3ccc(C(C)=O)cc3)cnc12	x	-0.9	x	x	3%	2%	2%	3.4%	i
CCn1c(SC(=O)NC2CCCCC2)nnc1-c1cccs1	1%	-2.4	-20%	25%	-1%	0%	5%	-0.5%	i
CC(=O)CCc1c(C)c2cc(C)ccc2[nH]c1=O	-2%	-0.8	1%	12%	8%	5%	3%	3.0%	i
O=C(CCSCCC(=O)NCc1cccs1)NCc1cccs1	0%	-0.1	2%	-1%	-3%	-3%	0%	-0.4%	i
Cc1noc(C)c1NC(=O)Nc1cccc2c1O[C@H](CN(C)S(=O)(=O)c1ccccc1)[C@@H](C)CN([C@H](C)CO)C2=O	8%	-1.0	0%	2%	-8%	u	4%	0.7%	i
CCC(C)[C@H]1CNCCN1CCCc1cc(OC)c(OC)c(OC)c1 (some centres undefined)	-2%	-0.1	-7%	11%	-26%	3%	2%	-0.6%	i
COc1ccccc1N1CCN(c2cc(C)nc3nncn23)CC1	-1%	x	x	0%	x	-10%	x	4.0%	x
O=C(Nc1ccc(F)cc1F)N1CCN(c2ccc(Cl)c(Cl)c2)CC1	u	x	x	u	x	u	x	0.6%	x
Cc1ccc(C(=O)Nc2ccc3oc(-c4ccc(C(C)(C)C)cc4)nc3c2)cc1	-2%	x	x	11%	x	0%	x	0.0%	x
CC(=O)Nc1ncc(Cc2ccc(Cl)cc2Cl)s1	2%	1.1	-3%	-8%	12%	-15%	7%	-0.2%	i
COc1ccc([C@H]2CC(=O)C=C(c3ccc(-c4ccccc4)c(F)c3)C2)cc1	-7%	-3.6	-2%	9%	-14%	8%	-2%	-0.7%	i
Cc1cc(C(=O)O)cc(S(=O)(=O)Nc2c(C)nn(C)c2C)c1C	8%	1.1	-1%	16%	-7%	-3%	-1%	-0.7%	i

Some values from the entries so far:
`CC(=O)Nc1cc(-c2ccc(C(=O)N3CCOCC3)cc2)cn2c(-c3ccc(C(C)=O)cc3)cnc12` | Nrf2 ARE act = 3.4%
`O=C(CCSCCC(=O)NCc1cccs1)NCc1cccs1` | A549 tox = 0%

This is a subset; rates above refer to the full screens.
